TSHR antag = human thyrotropin receptor antagonism; P16473; TSHR-expressing cells, TSH-stimulated cAMP HTRF, 2 h; hits give low values; activity change, negative = inhibition, % at 11.5 µM; 330,000 compounds, 0.2% hits; AID 504810;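 active means activity change below a set negative limit, meaning inhibition stronger than a set level, cut at about -70% in these data; inconclusive means activity change between two set negative limits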; further: on the % scale 0 is the no-effect control and ±100 the full control effect
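Inhibition of cAMP made by TSHR-expressing cells under TSH stimulation (4nM final, EC80; 2 h, 37 deg C) is quantified with a one-step lysis HTRF kit, anti-cAMP cryptate versus cAMP-d2.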
Eya2 inh = Eya2 (human) phosphatase inhibition | recombinant Eya2, OMFP fluorescence dephosphorylation (OMFP is methylfluorescein phosphate) | Potency, µM (highest dose often 76.9 µM), inactives show at the highest dose activity, negative = inhibition, usual class: inhibitors | 330,000 compounds, 0.006% hits; further: potency means the concentration at half of the fitted maximal effect; on the % scale 0 is the no-effect control and ±100 the full control effect
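Eya2 protein (added as 0.2 uM solution) was preincubated with compound for 10 min at ambient temperature in 50 mM HEPES pH 7.5, 50 mM NaCl, 5 uM MgCl2, 0.05% BSA, 1 mM DTT. OMFP (added at 50 uM) then reacted 10 min; fluorescence read at 485/525 nm.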
TRPV1 ag = activates the human vanilloid receptor TRPV1 | 320,000 compounds, 0.19% hits | Q8NER1 | TRPV1-expressing cells, Fluo-8 calcium influx, agonist mode | activation, % at 8.33 µM; in the data active means activation above about 80%; inconclusive means between about 30% and that limit; further: 0% is about no effect
Target sequence (Q8NER1 whole entry, looked up): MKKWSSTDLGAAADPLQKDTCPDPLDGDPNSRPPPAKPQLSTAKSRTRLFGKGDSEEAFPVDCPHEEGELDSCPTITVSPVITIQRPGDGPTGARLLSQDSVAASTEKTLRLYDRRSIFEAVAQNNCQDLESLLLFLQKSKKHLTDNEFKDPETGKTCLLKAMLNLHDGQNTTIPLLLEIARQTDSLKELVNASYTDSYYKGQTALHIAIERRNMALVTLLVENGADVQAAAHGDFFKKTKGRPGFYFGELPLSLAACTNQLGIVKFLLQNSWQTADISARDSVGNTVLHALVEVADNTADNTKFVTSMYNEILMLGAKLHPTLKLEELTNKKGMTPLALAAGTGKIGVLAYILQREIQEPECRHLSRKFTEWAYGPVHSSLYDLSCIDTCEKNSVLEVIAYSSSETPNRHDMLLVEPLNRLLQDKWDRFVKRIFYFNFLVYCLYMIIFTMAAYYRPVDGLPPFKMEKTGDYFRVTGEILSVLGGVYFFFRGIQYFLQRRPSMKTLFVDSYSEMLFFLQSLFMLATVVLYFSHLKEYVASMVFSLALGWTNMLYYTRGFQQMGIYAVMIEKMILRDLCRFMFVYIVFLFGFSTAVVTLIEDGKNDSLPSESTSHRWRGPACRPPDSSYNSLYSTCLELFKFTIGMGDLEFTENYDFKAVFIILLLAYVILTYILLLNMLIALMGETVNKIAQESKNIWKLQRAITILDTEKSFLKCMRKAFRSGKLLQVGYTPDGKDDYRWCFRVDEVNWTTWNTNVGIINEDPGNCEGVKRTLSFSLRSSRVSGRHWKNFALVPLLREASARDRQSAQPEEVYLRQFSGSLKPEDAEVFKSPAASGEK
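Cells expressing TRPV1 were dye-loaded with Fluo-8 and read kinetically: 10 s baseline, 3 min after compound (agonist portion), then 2 min after EC20 capsaicin (allosteric enhancer portion). Calcium-bound dye fluorescence at 480/520 nm.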
ELG1 repair inh = inhibitors of ELG1-dependent DNA repair in HEK293T cells | 330,000 compounds, 2.3% hits | HEK293T ELG1-luciferase reporter, luminescence, 16 h; DNA damage induced by 5-fluorouridine | Potency, µM (highest dose often 46.1 µM), inactives show top-dose activity change, negative = inhibition, most hits filed as inhibitors; further: potency means the concentration at half of the fitted maximal effect; on the % scale 0 is the no-effect control and ±100 the full control effect; nearly all actives have a fitted effect of over 55% in size
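Step one: seed 2,000 cells per well. Step two: pin-transfer compound or DMSO alongside 5-fluorouridine. Step three: incubate 16 hr, 37 °C, 5% CO2. Step four: add ONE-Glo, wait 30 min, read luminescence.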
KCNH2 WT inh = blocks the wildtype human KCNH2 potassium channel; Q12809; U2OS, BacMam KCNH2, thallium flux FluxOr; hits give low values; activity change, % at 1.84 µM; 340,000 compounds, 0.37% hits;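 active means maximum activity change below -70%; inconclusive means maximum activity change between -70% and -50%; inactive means maximum activity change above -50%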; further: on the % scale 0 is the no-effect control and ±100 the full control effect
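U2OS cells transduced with wild-type KCNH2 virus are loaded with FluxOr dye for 45 min, and thallium flux is measured in kinetic reads before and after stimulation buffer. Rate constants are normalized to DMSO controls.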
A-T KAP1 phos = potential ataxia-telangiectasia treatments restoring KAP-1 phosphorylation; 320,000 compounds, 0.19% hits; AID 485349; Potency, µM (highest dose often 57.5 µM), without a hit: at the top dose activation, usual class: activators; […] A-T fibroblasts, KAP-1 phosphorylation AlphaLISA; neocarzinostatin DNA damage 30 min before lysis; further: potency means the concentration at half of the fitted maximal effect; % of control where 0% means no effect; nearly all actives have a fitted effect of over 45% in size
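ATM-like activity read as KAP-1 phosphorylation via AlphaLISA donor/acceptor antibody pairs after lysis and 6 hr at 25C. Cells were ATM-null patient fibroblasts ([…], hTERT), dosed 60 min, then exposed to the DSB inducer NCS for 30 min.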
USP2a inh = USP2a (human) protease inhibition; Potency, µM (highest dose often 38.3 µM), without a hit: at the top dose activity change, negative = inhibition, actives largely listed as inhibitors; O75604; 330,000 compounds, 0.01% hits; AID 463254; USP2 core, Ub-CHOP2 coupled fluorogenic reporter, 485/531;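 further: potency means the concentration at half of the fitted maximal effect; plate controls were DMSO wells for no effect and full inhibition by NEM control for full effect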
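Cell-free coupled assay: 10nM USP2 core preincubated 30min RT with compound in Tris-HCl pH 8.0/CaCl2/CHAPS buffer, then 25nM Ub-CHOP2 and 25nM reporter substrate; fluorescence (Ex 485/Em 531) read after 60min RT, normalized to NEM inhibition, concentration-response curves fitted.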
Mito fusion yeast = inhibitors of mitochondrial division or activators of mitochondrial fusion; S. cerevisiae fusion-defective mutant growth rescue, CellTiterGlo 48 h; Potency, µM (titrated, usually from 46.1 µM), for the others: at the top dose growth rescue (activation), usual class: activators; 320,000 compounds, 0.23% hits; AID 485298;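 further: potency means the concentration at half of the fitted maximal effect; % of control where 0% means no effect; nearly all actives have a fitted effect of over 45% in size; temperature-sensitive fusion mutants such as fzo1-1 at 37 °C on non-fermentable ethanol glycerol medium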
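Read-out: ATP-based luminescence (CellTiterGlo, 10 min ambient) reporting growth of fusion-defective ts yeast after 48 hours at 37C on glycerol/ethanol YPEG medium in the presence of compound.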
KCNH2 3.1 inh = inhibitors of human KCNH2 3.1 potassium channel isoform; activity change, % (tested at about 1.8 µM); AID 720553; U2OS KCNH2 3.1, thallium flux FluxOr; hits give low values; 340,000 compounds, 0.95% hits;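 active means maximum activity change below -70%; inconclusive means maximum activity change from -70% to -50%; inactive means maximum activity change above -50%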;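 further: thallium influx rate constant from kinetic fluorescence after stimulation buffer; on the % scale 0 is the no-effect control and ±100 the full control effect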
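Virally transduced U2OS (3.1 isoform, 4 h infection in dark at RT) → overnight 37 C → FluxOr + Red40 in HBSS/HEPES, 45 min → stimulation buffer, 2 min kinetic read → rate constant vs DMSO controls.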
TCR act = activates T cell receptor signaling; primary human leukocytes, anti-CD3, IL-2 HTRF, 48 h; Potency, µM (series often up to 9.22 µM), for the others: top-dose activation of IL-2 secretion, most hits filed as activators; 330,000 tested, under 10 active; AID 504894; further: % of control where 0% means no effect
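TCR engagement came from a-CD3 beads alone, with compounds added to primary human leukocytes for 48 hr. Secreted IL-2 bridged europium cryptate- and d2-labelled anti-IL-2 antibodies, giving FRET emission at 665nm after 320nm excitation.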
* hit, by the source's call; ? = inconclusive; . = no result given; [ ] = another dose, or the depositor's remark. Unless noted, the call rests on the fitted dose curve; in most records, active means well fitted curve in the direction sought with a large enough effect; inconclusive means small, poorly fitted or top-dose-only effect, or another doubt; inactive means no such curve, though single readings can be large; an effect the other way counts as inactive or inconclusive. The list is partial, so the mix of outcomes need not match the whole.

Below each compound – TSHR antag, Eya2 inh, TRPV1 ag, ELG1 repair inh, KCNH2 WT inh, A-T KAP1 phos, USP2a inh, Mito fusion yeast, KCNH2 3.1 inh, TCR act
#1 COc1cccc(C2=CC(c3cccc(OC)c3OC(F)F)n3nnnc3N2)c1 (centres undefined)
 : 4, 3%, 1, ?, 5, 30%, -3%, 1%, 10, -1%
#2 C/C(CC(=O)Nc1cc(C)ccn1)=N\NC(=O)c1ccncc1
 : 16, 5%, -2, 6%, -7, 10%, 1%, -6%, -18, -2%
#3 Cc1ccc(NCc2nnc(SCC(=O)N3c4ccccc4Sc4ccccc43)o2)c(C)c1
 : -7, -15%, 1, -3%, 2, 1%, 2%, 6%, 16, 0%[46.1 µM]
#4 COc1ccc(OC)c(NC(=O)C(Sc2ccccc2)c2ccccc2)c1 (centres undefined)
 : -10, -2%, -1, 13%, -2, 11%, -13%, -4%, -25, -1%
#5 Cc1ccc(S(=O)(=O)N(C)CC(=O)Nc2ccccc2)cc1
 : -3, 1%, 17, -12%, 18, 4%, 1%, -3%, 8, 3%
#6 Cc1ccc(C(C(=O)NCc2ccccc2)N(Cc2ccco2)C(=O)c2snc(C(N)=O)c2N)o1 (centres undefined)
 : 28, 0%, 2, ?, -2, -3%, -1%, 9%, 0, 1%
#7 CCn1c(C(C)NC(=O)Cc2ccccc2)nc2ccccc21 (centres undefined)
 : -8, -11%, 2, 0%, 1, 2%, 1%, -3%, -1, -3%
#8 Cc1cc2c3c(c1)C(C)CC(C)(C)N3C(=O)C2=O (centres undefined)
 : -2, -7%, -2, -11%, 0, -1%, 2%, 7%, 6, 1%
#9 COc1cc(C(=S)N2CCCC2)ccc1OS(=O)(=O)c1ccc(NC(C)=O)cc1
 : -35, -7%, -5, ?, -14, ?, -2%, 21%, -6, -6%
#10 O=C(O)CCn1cc(/C=C2\NC(=S)N(c3ccccc3)C2=O)c(-c2ccc(Br)cc2)n1
 : -12, 12%, 0, 2%, ., -10%, 0%, 0%, 9, -2%
#11 Cc1nc(S(=O)(=O)Cc2ccccc2Cl)nc2c1CCC2
 : -22, 4%, 1, 0%, -8, 7%, 1%, -4%, -6, -1%
#12 COc1ccc(CN2CC(C(=O)NCCC(C)C)CC2=O)cc1 (centres undefined)
 : -1, 23%, 0, 1%, 18, -1%, 3%, 30%, -45, 1%
#13 CNc1snc(C)c1C(=O)OCC(=O)c1ccc(Cl)cc1
 : -32, 1%, 17, -30%, -5, 5%, 0%, 7%, -1, 0%
#14 COC(=O)c1ccc(NC(=O)Cn2nc(C(=O)Nc3ccc(C)cc3)ccc2=O)cc1
 : -1, 5%, 0, 2%, 11, -3%, 0%, 1%, -3, -2%
#15 Cc1ccc(NC(=O)COC(=O)c2ccc(OCc3c(C)noc3C)cc2)cc1S(=O)(=O)N1CCOCC1
 : 1, 5%, 1, -13%, 12, 2%, 2%, -4%, -5, -1%[46.1 µM]
#16 CCC(C)c1ccc(NC(=O)c2cccs2)cc1 (centres undefined)
 : -8, 7%, ?, ?, 24, ., 2%, 27%, -18, 1%
#17 CC1=CCP(=O)(c2ccccc2)C1 (centres undefined)
 : -7, 3%, 2, -1%, -3, -7%, 2%, 0%, 1, -2%
#18 O=C(CCCl)N(Cc1nc2ccccc2c(=O)[nH]1)Cc1cccs1
 : -5, -4%, 0, 14%, -5, 1%[11.5 µM], 3%, -5%, 5, .
#19 O=c1[nH]c2ccc(Br)cc2c(-c2ccccc2)c1CN1CCOCC1
 : -7, -12%, ., 0%, 16, 13%, 1%, 1%, 2, 5%
#20 CCc1nnc(NC(=O)c2oc3ccc(Br)cc3c2C)s1
 : -3, -20%, ., ?, 2, 6%, -1%, ., 19, 3%

The list goes on; the last 6 above are carried over.
Below each compound – TSHR antag, Eya2 inh, TRPV1 ag, ELG1 repair inh, KCNH2 WT inh, A-T KAP1 phos, USP2a inh, Mito fusion yeast, KCNH2 3.1 inh, TCR act
#15 Cc1ccc(NC(=O)COC(=O)c2ccc(OCc3c(C)noc3C)cc2)cc1S(=O)(=O)N1CCOCC1
 : 1, 5%, 1, -13%, 12, 2%, 2%, -4%, -5, -1%[46.1 µM]
#16 CCC(C)c1ccc(NC(=O)c2cccs2)cc1 (centres undefined)
 : -8, 7%, ?, ?, 24, ., 2%, 27%, -18, 1%
#17 CC1=CCP(=O)(c2ccccc2)C1 (centres undefined)
 : -7, 3%, 2, -1%, -3, -7%, 2%, 0%, 1, -2%
#18 O=C(CCCl)N(Cc1nc2ccccc2c(=O)[nH]1)Cc1cccs1
 : -5, -4%, 0, 14%, -5, 1%[11.5 µM], 3%, -5%, 5, .
#19 O=c1[nH]c2ccc(Br)cc2c(-c2ccccc2)c1CN1CCOCC1
 : -7, -12%, ., 0%, 16, 13%, 1%, 1%, 2, 5%
#20 CCc1nnc(NC(=O)c2oc3ccc(Br)cc3c2C)s1
 : -3, -20%, ., ?, 2, 6%, -1%, ., 19, 3%
#21 Cc1ccccc1C(=O)c1cccn1CC(=O)N1CCCCC1
 : 8, 0%, 2, 0%, -5, 3%, 0%, -3%, 25, 3%
#22 Cc1oc(-c2ccc(Cl)cc2)nc1CS(=O)CC(=O)NCCCN1CCN(Cc2ccccc2)CC1 (centres undefined)
 : -17, -7%, 9, ?, 15, -4%, 0%, 4%, 2, 3%
#23 O=C(CCC(=O)N1CCSc2ccccc21)NCc1cccc(Cl)c1
 : 13, -10%, 15, 0%, -4, 4%, 0%, 1%, 3, -7%
#24 CC1=NOC(=O)/C1=C/c1ccc2c(c1)OCO2
 : 7, 11%, 1, ?, -20, 3%, 0%, -3%, 3, -3%
#25 NS(=O)(=O)c1ccc(CCNC(=O)c2ccncc2)cc1
 : -2, -13%, 3, 1%, 0, -8%, 0%, 10%, -7, 0%
#26 O=C(NC1CCCCC1)C1CCN(c2nnnn2-c2ccccc2)CC1
 : 4, 9%, 1, -2%, 0, -1%, -2%, -10%, -12, -1%
#27 CCc1cccc(C)c1NC(=S)N1CCCC1C(=O)O (centres undefined)
 : -3, 14%, 1, 9%, -4, 1%, -1%, 0%, 0, -1%[46.1 µM]
#28 CCS(=O)(=O)c1nc2ccccc2n1Cc1ccccc1Cl
 : -15, -12%, 0, -5%, 1, 5%, 1%, 11%, -8, 13%
#29 COc1ccc(CCNS(=O)(=O)c2cccc([N+](=O)[O-])c2)cc1OC
 : -4, 1%, 6, 0%, -1, -5%, 2%, -1%, 7, .
#30 O=C(NC(=S)Nc1cccc2cccnc12)c1ccccc1
 : 1, -8%, 17, 0%, -1, 9%, 1%, -5%, 4, 2%
#31 CC1(C(=O)NNC(=O)c2ccc([N+](=O)[O-])cc2)CC1(Br)Br (centres undefined)
 : 9, 13%, 1, -12%, -22, 1%, -1%, -5%, 0, -6%
#32 O=C(c1cccs1)N(CCN1CCCCC1)CC1CCCN(C2CCCC2)C1 (centres undefined)
 : 2, -4%, -2, ?, -1, 1%, 1%, 1%, -11, 8%
#33 CCc1cc2c(=O)[nH]c(N3CCCC3)nc2s1
 : 5, 0%, 4, ?, 4, 1%, 2%, 10%, -5, 3%[46.1 µM]
#34 Cc1ccc2c(c1)N(Cc1cccc(Cl)c1)C(=O)c1cccnc1O2
 : -31, -5%, 16, -14%, -4, 3%, -2%, ?, 7, -2%[46.1 µM]
#35 Cc1ccc(S(=O)(=O)N2CCOCC2)cc1C(=O)OCC(=O)N1CCc2ccccc2C1
 : 6, -26%, 26, ?, 17, -1%, -1%, 3%, -3, -13%
#36 CCn1cc(C(=O)NCCCO)c(=O)c2cc(F)c(N3CCN(C)CC3)cc21
 : 1, -5%, 1, 7%, -6, 25%, 2%, 4%, 11, 4%
#37 COc1ccc2[nH]cc(C(O)CN3CCN(c4ccccc4F)CC3)c2c1 (centres undefined)
 : -5, -27%, ., ?, 33, -5%, -1%, -3%, -32, 6%
#38 Cc1cc(C)c(S(=O)(=O)c2cc(F)ccc2C)c(Cl)n1
 : -19, -2%, 0, 9%, -7, 2%, 4%, -3%, 9, -5%
#39 COc1ccc(CNC(=O)CCS(=O)(=O)c2ccc3c(c2)NC(=O)C(C)S3)cc1 (centres undefined)
 : -7, 11%, 4, -16%, -4, 6%, 0%, -3%, -12, 13%

Screening data (PubChem)
